AmpC no deterg: blocks E. coli AmpC beta-lactamase in detergent-free assay; Potency, µM (highest dose often 57.1 µM), for the others: top-dose activity change, negative = inhibition, actives largely listed as inhibitors; AID 485341; AmpC nitrocefin hydrolysis, absorbance 480 nm, 0.0001% Triton; actives 0.52% (n = 330,000);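 note: potency is the fitted concentration of half-maximal effect; plate controls were no compound for no effect and no enzyme for full effect; nearly all actives have a fitted effect of over 20% in size; some results filed as inactive show a strong effect at the top dose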
Target sequence (P00811 whole entry, looked up): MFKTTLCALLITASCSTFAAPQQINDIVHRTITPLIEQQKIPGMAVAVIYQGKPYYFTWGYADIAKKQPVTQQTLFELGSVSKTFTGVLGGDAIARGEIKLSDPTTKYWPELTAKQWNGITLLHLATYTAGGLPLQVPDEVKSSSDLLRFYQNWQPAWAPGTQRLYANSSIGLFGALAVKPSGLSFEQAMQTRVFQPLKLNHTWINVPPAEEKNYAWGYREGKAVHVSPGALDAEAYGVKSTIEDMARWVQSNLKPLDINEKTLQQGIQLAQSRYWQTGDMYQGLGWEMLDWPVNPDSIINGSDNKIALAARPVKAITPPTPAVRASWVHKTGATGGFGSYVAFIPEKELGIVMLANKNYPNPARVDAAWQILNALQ
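20 mM phosphate pH 7.0 + 0.01% (detergent screen) or 0.0001% Triton X-100; 5.3 nM AmpC reagent; cpd preinc 15 min RT; nitrocefin (800 uM stock) to start; A480 q20 s × 4 min; Activity was normalised to no-enzyme and no-compound control wells.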
Shiga inhibitor: blocks Shiga toxin action in Vero cells | Vero cells, Shiga toxin protein synthesis inhibition reporter | AID 2315 | inhibition, % at 38.7 µM | actives 9.2% (n = 290,000); in the data active = inhibition mostly above about 28%, no sharp cut-off; inactive = mostly below about 43%; note: 0% is about no effect
Pf growth 48h: inhibits P. falciparum growth in the first generation, 48 h; P. falciparum luciferase growth in erythrocytes, 48 h; Potency, µM (titrated, usually from 28.7 µM), inactives show at the top dose activity change, negative = inhibition, usual class: inhibitors; AID 504832; actives 5.9% (n = 310,000); note: potency is the fitted concentration of half-maximal effect; % is set by controls: 0 for no effect and ±100 for the full control effect
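Firefly luciferase activity from engineered P. falciparum reports growth; inhibitors lower the luminescent signal. Cultures contained 2% hematocrit erythrocytes at 0.1% final parasitemia.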
TbPYK inhibitor: blocks Trypanosoma brucei pyruvate kinase; AID 624173; Q57TT1; TbPYK enzyme, Kinase-Glo Plus ATP luminescence, 45 min; Potency, µM (highest dose often 76.8 µM), for inactives: at the highest dose activity, negative = inhibition, hits mostly inhibitors; actives 0.12% (n = 410,000); note: potency is the fitted concentration of half-maximal effect; % is set by controls: 0 for no effect and ±100 for the full control effect; nearly all actives have a fitted effect of over 50% in size
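Activity of T. brucei pyruvate kinase was followed by Kinase-Glo Plus luminescence after the enzyme reacted 45 min at room temperature with 130 uM ADP (final) and substrate. Test compounds were added before ADP at multiple concentrations.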
Pf growth 96h: P. falciparum growth inhibition at 96 hours; P. falciparum luciferase reporter growth, 96 h; Potency, µM (top dose mostly 28.7 µM), for the others: at the highest dose activity change, negative = inhibition, hits mostly inhibitors; actives 6.9% (n = 320,000); AID 504834; note: potency is the fitted concentration of half-maximal effect; % is set by controls: 0 for no effect and ±100 for the full control effect
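P. falciparum expressing integrated firefly luciferase, in erythrocytes at 2% hematocrit, 0.05% parasitemia, incubated with compounds 96 h at 37 C, 5% CO2. Growth inhibition read as loss of luminescence; two-generation exposure targets delayed-death apicoplast inhibitors.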
Cycloheximide cs: counter-screen hit for Shiga toxin inhibitors, cycloheximide. cell reporter, cycloheximide protein synthesis inhibition counterscreen. max response, %. actives 12% (n = 300,000). AID 2314; in the data active = max response mostly above about 13%, no sharp cut-off; inactive = mostly below about 14%; note: read at 38.3 µM for the half of the compounds with a filed dose; 0% is about no effect
LmPK inhibitor: LmPK (Leishmania mexicana) enzyme inhibition. actives 0.37% (n = 290,000). purified LmPK, Kinase-Glo ATP luminescence, 1 h. Potency, µM (highest dose often 57.5 µM), for inactives: at the top dose activity change, negative = inhibition, actives largely listed as inhibitors. Q27686; note: potency is the fitted concentration of half-maximal effect; % is set by controls: 0 for no effect and ±100 for the full control effect
Target sequence (Q27686 whole entry, looked up): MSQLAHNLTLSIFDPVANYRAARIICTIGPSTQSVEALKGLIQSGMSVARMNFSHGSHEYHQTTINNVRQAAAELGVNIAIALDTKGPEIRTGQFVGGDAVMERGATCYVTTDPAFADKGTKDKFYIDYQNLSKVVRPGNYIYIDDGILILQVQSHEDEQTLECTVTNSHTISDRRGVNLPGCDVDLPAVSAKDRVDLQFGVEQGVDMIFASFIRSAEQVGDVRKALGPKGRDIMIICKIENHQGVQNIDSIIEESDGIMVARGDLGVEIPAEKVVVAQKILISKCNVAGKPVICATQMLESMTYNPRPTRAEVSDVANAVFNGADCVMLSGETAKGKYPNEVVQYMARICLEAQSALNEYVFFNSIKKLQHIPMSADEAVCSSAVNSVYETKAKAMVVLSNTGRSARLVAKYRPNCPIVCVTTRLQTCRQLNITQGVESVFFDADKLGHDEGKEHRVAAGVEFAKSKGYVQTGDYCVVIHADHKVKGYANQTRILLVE
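Kinase-Glo luminescence read after 1 h RT reaction of 0.1 nM LmPK with 0.5 mM PEP and 0.1 mM ADP. Activity scaled between uninhibited and enzyme-free controls.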
* hit, by the source's call; ? = inconclusive; . = no result given; & = joins results of further samples; [ ] = remark or other dose. Unless noted, calls come from the whole dose curve; as a rule, active = well fitted curve in the direction sought with a large enough effect; inconclusive = small, poorly fitted or top-dose-only effect, or another doubt; inactive = no such curve, though single readings can be large; an effect the other way counts as inactive or inconclusive. Hits appear at their usual frequency, and some 22% of all compounds hit somewhere here.

SMILES	AmpC no deterg	Shiga inhibitor	Pf growth 48h	TbPYK inhibitor	Pf growth 96h	Cycloheximide cs	LmPK inhibitor
O=C(NC(Cc1c[nH]c2ccccc12)C(=O)NCCCN1CCOCC1)c1cccs1 (centres undefined)	-7%	-7	0%	2%	8%	-3	5%
O=P(O)(COc1ccccc1)COc1ccccc1	-21%	-4	7%	-8%	13µM*	-2	-2%
COCCCNC(=O)/C(C#N)=C/c1c(N2CCN(c3cccc(Cl)c3)CC2)nc2c(C)cccn2c1=O	10%	-7	?	1%	?	-1	1%
CC1(C)CC(=O)C(C(C#Cc2ccccc2)C2=C(O)CC(C)(C)CC2=O)=C(O)C1	-25%	21	24%	?	11%	9	1%
COc1ccc(NC(=O)CN(C)S(=O)(=O)c2ccc(Cl)cc2)cn1	-26%	.	?	-6%	?	.	.
Cn1cc(C(=O)c2ccc(Cl)cc2Cl)cc1C=O	-13%	31	-10%	-12%	-1%	-3	-1%
CCN1CCN(Cc2ccc(NC(=O)c3ccc(C)c(NC(=O)c4csc(-c5ccncc5)n4)c3)cc2C(F)(F)F)CC1	186%[activator]	5	1.7µM*	1%	0.93µM*	-11	2%
Cc1cc(C(=O)COC(=O)c2ccc3c(c2)OCO3)c(C)n1Cc1cccs1	-29%	128*	129%[activator]	3%	100%[activator]	54*	-2%
COc1cccc(COC(=O)c2c(C)nn(-c3ccccc3)c2Cl)c1OC	2%	-15	-11%	4%	?	-5	-9%
O=C(CN(C(=O)c1csnn1)c1ccc(F)cc1)NCc1ccc(F)cc1	-1%	17	32%[activator]	-7%	-15%	5	1%
Cc1ccc(C)c(Cn2nnc3c(=O)[nH]c(C4CCN(C(=O)c5cccs5)CC4)nc32)c1	23%	3	.	-23%	-23%	-4	10%
Cc1cc(C)nc(SCc2ccc(F)cc2)n1	-16%	4	2%	2%	5%	-2	4%
CC(C)OCCCNC(=S)Nc1ccc(S(N)(=O)=O)cc1	-32%	-3	-8%	?	-7%	3	1%
CCOc1ccc(N(CC)C(=O)COc2cc(=O)n(CC)c3ccccc23)cc1	106%[activator]	-4	?	-6%	?	-3	3%
COc1ccc(C2C(C(C)=O)=C(C)Nc3ncnn32)c(OC)c1OC (centres undefined)	6%	-5	-11%	5%	-13%	1	0%

SMILES	AmpC no deterg	Shiga inhibitor	Pf growth 48h	TbPYK inhibitor	Pf growth 96h	Cycloheximide cs	LmPK inhibitor
CCCCc1nc2cc(C(=O)N3CCC(O)CC3)ccc2o1	1%	47*	153%[activator]	-7%	-26%	38*	-9%
CN1C(=O)N(C)C(=O)C2(Cc3cc(NC(=O)c4ccc(F)cc4)ccc3N3CCCC32)C1=O (centres undefined)	136%[activator]	15	?	-21%	15µM*	10	-9%
CC(CCc1ccccc1)NC(=O)c1ccncc1 (centres undefined)	-11%	-15	1%	4%	.	-4	7%
CN(CCC1CCCCO1)C(=O)CCc1nnc(C2CCCCC2)o1 (centres undefined)	15%	40*	21%	3%	?	31*	2%
CC1=NN(C(=O)CCCc2ccccc2)C(O)(C(F)(F)F)C1 (centres undefined)	1%	25	-16%	1%	-31%	11	7%
CCOc1ccccc1C(=O)n1nc(C)cc1C	-6%	24	?	0%	-6%	0	-5%
NC(=O)c1cccc(CC(=O)c2ccccc2)c1	-4%	-2	13%	-1%	15%	-1	0%
O=C(Nc1c(C(=O)N2CCOCC2)oc2ccccc12)c1cccc([N+](=O)[O-])c1	-1%	-11	-4%	-6%	13µM*	-1	-4%
COc1cc(NS(C)(=O)=O)ccc1Nc1c2ccccc2nc2ccccc12	-27%	.	1µM*	3%&-2%	0.93µM*	.	.
Cc1[nH]c2ccccc2c1C(=O)CSc1ccccc1	-16%	4	?	-10%	35%[activator]	28*	5%
O=C(CN1CCC(c2nc3ccccc3s2)CC1)NCc1cccs1	67%[activator]	33*	-14%	2%	?	26*	-9%
CN(C(=O)CN1C(=O)S/C(=C\c2ccccc2F)C1=O)C1CCS(=O)(=O)C1 (centres undefined)	-1%	-1	0%	0%	7%	1	5%
O=C(Nc1nn[nH]n1)c1ccc(S(=O)(=O)N2CCCCC2)cc1	-9%	-11	0%	-2%	-11%	-3	-4%
CCc1ccccc1NC(=O)N1CCCc2ccccc21	-10%	59*	30%	-1%	61%[activator]	43*	0%
Cc1cccn2c(=O)c3cc(C(=O)NCc4ccco4)c(=N)n(C(C)C)c3nc12	-48%	-9	?	-8%	.	-1	0%

SMILES	AmpC no deterg	Shiga inhibitor	Pf growth 48h	TbPYK inhibitor	Pf growth 96h	Cycloheximide cs	LmPK inhibitor
CCC(C)NC(=O)NC1C(NC(=O)NC(C)CC)N(C)C(=O)N1C (centres undefined)	0%	-13	11%	1%	48%[activator]	-4	1%
O=C(Cn1ncc2c3ccccc3n(Cc3ccccc3F)c2c1=O)NCCCN1CCCC1=O	197%[activator]	-7	?	1%	9%	-6	-5%
CCN(CC)S(=O)(=O)c1cccc(NC(=O)CCNC(=O)c2ccccc2Cl)c1	-14%	-2	-15%	0%	-15%	-2	3%
O=C(N/N=C/C(Br)=C\c1ccccc1)c1ccco1	-45%	47*	2.6µM*	4%	4.1µM*	46*	-9%
COc1cc(C2C(C#N)=C(N)OC3=C2C(=O)CCC3)ccc1OC(=O)N1CCOCC1 (centres undefined)	-5%	-1	-1%	-12%	0%	-1	2%
Cc1ccc(S(=O)(=O)NCc2cccnc2)cc1C(=O)NC1CCCCC1	-12%	.	-4%	-1%	?	.	.
COc1cccc2c(O)cc(=O)n(C)c12	-14%	18	21%	-1%	35%	-4	-8%
CCc1ccc(-c2c(C)sc(NC(=O)C3CCC3)c2C#N)cc1	-27%	12	6%	-7%	49%[activator]	7	-1%
O=C(Cn1c(=O)c(CNc2ccccc2)cc2cc3c(cc21)OCCO3)Nc1ccccc1Cl	.	21	.	2%	.	13	.
COc1ncccc1C(=O)N1CCC(n2nccc2NC(=O)CC(C)C)CC1	-10%	21	2%	7%	-6%	15	-2%
COc1ccc(C)cc1NC1=NCCCS1	-46%	-3	-22%	1%	14%	-7	0%
O=C(Cc1ccccc1)NC1CCS(=O)(=O)C1 (centres undefined)	-16%	-5	-11%	-1%	13%	1	3%
COc1ccc(NC(=O)CCN2C(=O)C3C4C=CC(C4)C3C2=O)cc1 (centres undefined)	-7%	5	2%	-8%	45%[activator]	3	1%
Cc1cccc(NC(=O)CCCN2C(=O)c3ccccc3C2=O)n1	-15%	10	35%[activator]	3%	?	-2	-4%
Cc1ccc(NC(=O)Cc2nnc(N)s2)cc1	-3%	5	24%	-1%	15%	3	0%

SMILES	AmpC no deterg	Shiga inhibitor	Pf growth 48h	TbPYK inhibitor	Pf growth 96h	Cycloheximide cs	LmPK inhibitor
Brc1ccc2c(c1)OCCOCCOCCOCCOCCOCCO2	35%	-14	-10%	-1%	43%[activator]	-3	2%
Cn1c(=O)c2c(nc(NCc3ccc4c(c3)OCO4)n2Cc2ccc(F)cc2)n(C)c1=O	-4%	-11	12µM*	.	13µM*	-2	2%
CCC(CO)N=C1CC(C)(C)CC(=O)/C1=C(/O)CCCN1C(=O)c2ccccc2C1=O (centres undefined)	56%	-5	11%	4%	-23%	0	-10%
COc1ccccc1-n1c(SCC(=O)Nc2cccc(S(N)(=O)=O)c2)nc2ccccc2c1=O	-36%	-14	?	2%	?	-3	3%
COc1cccc(C(=O)N/N=C/C(Br)=C/c2ccccc2)c1	-53%	114*	13µM*	15%	-19%	52*	-1%
O=C(O)CCC(=O)NNc1nc2ccccc2nc1-c1ccccc1	-11%	-10	10%	2%	16%	-2	2%
Oc1[nH]c2ccccc2c1C=Nc1ccc2c(c1)OCO2	-16%	68*	45%[activator]	0%	?	65*	-20%
CCOCCCNC(=O)N1CCOCC1	-4%	-14	-9%	0%	37%[activator]	-2	-2%
C=C1C[C@]23C[C@@]1(O)CC[C@H]2[C@@]12C=C[C@H](O)[C@@](C)(C(=O)O1)[C@H]2[C@@H]3C(=O)O	-3%&-7%	.	3%&2%	3%&1%	47%&32%[activator]	.	.
Cc1ccc(NC(=O)COC(=O)c2c(C)nn(-c3ccccc3)c2C)cc1	-9%	.	?	-9%	?	.	.
O=C(CSc1nnc(-c2cccnc2)o1)Nc1cccc(F)c1	-11%	.	108%[activator]	-2%	159%[activator]	.	.
COc1ccc(C(CC(=O)O)N2Cc3ccccc3C2=O)cc1OC (centres undefined)	-12%	-5	3%	2%	28%	-3	9%
COc1ccc(NC(=O)COC(=O)CNS(=O)(=O)c2ccccc2)cc1OC	-30%	1	-3%	-1%	31%[activator]	1	8%
CCOc1ccc(/C=C2\SC(=S)N(CC(=O)NCCCN3CCOCC3)C2=O)cc1	143%[activator]	47*	29%	-7%	2%	22*	-4%
COCC(C)n1c(SCc2nc3ccccc3c(=O)[nH]2)nc2ccccc2c1=O (centres undefined)	22%	-6	?	3%	?	-1	19%

SMILES	AmpC no deterg	Shiga inhibitor	Pf growth 48h	TbPYK inhibitor	Pf growth 96h	Cycloheximide cs	LmPK inhibitor
COc1cccc(-c2nnc(SCC(=O)Nc3cc(C)on3)n2C)c1	-8%	-8	.	-9%	?	-2	-3%
CCN(CC)S(=O)(=O)c1ccc(N2CCCC2)c(NS(=O)(=O)c2ccccc2)c1	-11%	-13	?	9%	?	-4	0%
CCN1CCN(c2ccc(S(=O)(=O)N3CCCCC3)cc2NC(=O)CC(C)c2ccccc2)CC1 (centres undefined)	200%[activator]	.	9.3µM*	-5%	?	.	.
COc1ccc(Cc2nnc(-c3ccc(F)cc3)o2)cc1OC	6%	18	1%	0%	?	10	0%
O=C1C2C3C=CC(C4CC34)C2C(=O)N1/N=C/c1ccc(-c2ccccc2[N+](=O)[O-])o1 (centres undefined)	-23%	62	7%	-7%	13µM*	13*	-8%
COC(=O)c1sc2nc(C)nc(SCC(=O)Nc3sccc3C(N)=O)c2c1C	-27%	.	?	4%	25%	.	.
O=C(Nc1cccc(C(F)(F)F)c1)NC1CCN(S(=O)(=O)c2ccc(F)cc2)CC1	-8%	-7	.	2%	?	-2	-1%
Cn1c(=O)c2c(SCC(=O)N3CCCc4ccccc43)nc(CC(C)(C)C)nc2n(C)c1=O	-33%	16	-3%	-11%	-5%	-3	-1%
CCCOC(=O)c1ccc(NC(=O)Cc2cccs2)cc1	-41%	51*	13%	-5%	9%	35*	5%
CCCC[n+]1ccn(-c2nc3ccccc3nc2[N-]S(=O)(=O)c2ccc(Br)cc2)c1	10%	6	-15%	-16%	?	-2	-14%
CCN(Cc1cc2ccccc2[nH]c1=O)C(=O)c1cccc([N+](=O)[O-])c1	-3%	-2	11%	4%	3%	0	-4%

Random excerpt: two compounds from above, in no set order.
SMILES	AmpC no deterg	Shiga inhibitor	Pf growth 48h	TbPYK inhibitor	Pf growth 96h	Cycloheximide cs	LmPK inhibitor
CCN(CC)S(=O)(=O)c1ccc(N2CCCC2)c(NS(=O)(=O)c2ccccc2)c1	-11%	-13	?	9%	?	-4	0%
CCN(Cc1cc2ccccc2[nH]c1=O)C(=O)c1cccc([N+](=O)[O-])c1	-3%	-2	11%	4%	3%	0	-4%
